Screening data (PubChem)
SENP8 block-1 – SENP8 protease inhibition | Q96LD8 | purified SENP8, Z-RLRGG-aminoluciferin cleavage, luminescence | inhibition, % at 10 µM | actives 1.2% (n = 330,000) | AID 2540; in the data active means inhibition above about 50%
UBC13 inh – blocks human UBC13 polyubiquitin chain formation | P61088 | TR-FRET | inhibition, % at 20 µM | actives 0.47% (n = 330,000) | AID 485273; in the data active means inhibition above about 45%, passing the limit was not always enough
Target sequence (P61088 whole entry, looked up): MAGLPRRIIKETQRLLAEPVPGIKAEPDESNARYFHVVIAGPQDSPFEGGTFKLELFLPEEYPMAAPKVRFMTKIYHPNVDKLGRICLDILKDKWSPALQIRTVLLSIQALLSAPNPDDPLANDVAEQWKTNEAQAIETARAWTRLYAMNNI
SENP1 FRET inh – blocks the human SENP1 SUMO protease catalytic domain | Q9P0U3 | AID 624204 | actives 0.21% (n = 360,000) | inhibition, % at 10 µM | recombinant SENP1 catalytic domain, CyPet-SUMO1-YPet FRET cleavage;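 active means inhibition at least 30% at 10 µM, raw YFP signal under a set limit, fluorescence ratio 0.5 to 1.5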;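 further: 0% = enzyme with DMSO and 100% = no enzyme wells; some results filed as inactive read as strong as hits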
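Assay system: hSENP1 catalytic domain, recombinant. Amount: SENP1 enzyme, 20 pM final. Schedule: 50 min reaction, RT, dark. Technique: FRET, CFP and YFP emission. Control set: no-enzyme wells low, DMSO-plus-enzyme wells high control.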
MIN6 prolif – MIN6 beta-cell proliferation induction; MIN6 cells proliferation, ATPlite luminescence, 48 h; cells starved in 0.2% serum; 100% = growth in 10% serum; AID 2380; actives 0.29% (n = 330,000); proliferation, % at 10 µM;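 active means compounds whose signal lies at least 3.5 SD above the mean of all wells on their plate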;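 further: 0% = DMSO-treated cells in low-serum medium and 100% = 10% serum control; some compounds called inactive have numbers as strong as hits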
SENP6 block – inhibitors of human SENP6 protease | Recombinant SENP6 catalytic domain, aminoluciferin luminescence | AID 2599 | actives 1.8% (n = 330,000) | Q9GZR1 | inhibition, % at 10 µM;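 active means inhibition above about 50% at the single tested dose, limit read from the data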;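 further: plate controls were DMSO wells with enzyme for no effect and DMSO wells lacking enzyme for full effect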
Target sequence (Q9GZR1 628-1112 limits assumed): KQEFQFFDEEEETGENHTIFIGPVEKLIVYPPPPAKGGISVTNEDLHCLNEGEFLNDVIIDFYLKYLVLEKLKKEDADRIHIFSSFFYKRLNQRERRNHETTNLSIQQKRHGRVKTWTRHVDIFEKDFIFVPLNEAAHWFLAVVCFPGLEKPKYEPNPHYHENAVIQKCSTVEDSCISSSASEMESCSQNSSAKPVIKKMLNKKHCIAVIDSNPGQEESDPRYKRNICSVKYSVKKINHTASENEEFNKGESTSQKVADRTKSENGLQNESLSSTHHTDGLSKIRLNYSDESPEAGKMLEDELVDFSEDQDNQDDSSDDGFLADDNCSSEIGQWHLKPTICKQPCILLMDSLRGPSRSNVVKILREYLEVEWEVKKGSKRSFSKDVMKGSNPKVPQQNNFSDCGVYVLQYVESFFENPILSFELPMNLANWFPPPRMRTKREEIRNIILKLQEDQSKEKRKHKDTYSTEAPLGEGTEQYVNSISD
SENP8 block-2 – SENP8 (human) protease inhibition. recombinant SENP8, Nedd8 substrate fluorescence. inhibition, % at 20 µM. AID 602440. actives 0.64% (n = 360,000). Q96LD8; in the data active means inhibition mostly above about 40%, no sharp cut-off; inactive means mostly below about 27%
HKDC1 inh – inhibitors of human hexokinase HKDC1 | AID 493160 | Q2TB90 | recombinant HKDC1, G6PDH/diaphorase resazurin coupled fluorescence | actives 0.16% (n = 340,000) | inhibition, % at 20 µM;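 active means inhibition above about 35% when tested at 20 µM, limit read from the data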;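 further: plate controls were DMSO wells with enzyme for no effect and DMSO wells lacking enzyme for full effect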
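Assay system: recombinant HKDC1 hexokinase; detection: coupled resazurin fluorescence, excitation 525 nm, emission 613 nm; benchmarks: DMSO-plus-enzyme-mix negative control, buffer-substituted positive control; compound dosing: single 20 µM dose; schedule: 90 min at room temperature in dark; also added: glucose plus 1 mM ATP as hexokinase substrates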
PfGluPho inh – PfG6PD (Plasmodium falciparum) enzyme inhibition. PfGluPho enzyme, NADPH resazurin-diaphorase fluorescence. actives 0.78% (n = 350,000). inhibition, % at 20 µM. AID 504690;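 active means inhibition reaching at least a set limit at 20 µM in the primary screen, cut at about 59% in these data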;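 further: 0% = DMSO wells with substrate and 100% = DMSO wells lacking glucose-6-phosphate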
SENP7 inh – SENP7 protease inhibition; recombinant SENP7, Z-RLRGG-aminoluciferin luminescence, 40 min; inhibition, % at 5 µM; actives 1.5% (n = 330,000); AID 434973;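 active means inhibition above about 50% at the single test dose, limit read from the data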;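 further: plate controls were DMSO with enzyme for no effect and no enzyme buffer wells for full effect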
Target sequence (Q9BQF6 706-1050 limits assumed): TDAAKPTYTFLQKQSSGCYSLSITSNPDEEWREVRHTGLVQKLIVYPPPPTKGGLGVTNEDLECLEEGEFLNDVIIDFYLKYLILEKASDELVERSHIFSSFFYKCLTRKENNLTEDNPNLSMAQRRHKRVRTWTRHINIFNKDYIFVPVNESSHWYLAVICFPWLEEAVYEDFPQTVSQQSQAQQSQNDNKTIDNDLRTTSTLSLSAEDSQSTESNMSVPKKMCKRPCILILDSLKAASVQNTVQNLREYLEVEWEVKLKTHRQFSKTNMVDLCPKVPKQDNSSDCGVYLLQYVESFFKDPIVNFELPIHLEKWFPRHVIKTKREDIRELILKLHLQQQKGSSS
* = called active by the depositor; . = not tested or not shown.

smiles	SENP8 block-1	UBC13 inh	SENP1 FRET inh	MIN6 prolif	SENP6 block	SENP8 block-2	HKDC1 inh	PfGluPho inh	SENP7 inh
Cc1ccc(C(=O)N2CCN(c3cccc(Cl)c3)CC2)cc1C	-7	7	3	-2	-13	18	-3	-3	-4
Cc1c(NC(=O)C(C)OC(=O)c2cccc(S(=O)(=O)N(C)C)c2)c(=O)n(-c2ccccc2)n1C (stereo not given)	1	4	2	2	-8	12	16	11	4
O=C(Cn1c(CO)nc2ccccc21)NCCc1ccccc1	8	-1	-1	5	7	9	-2	0	3
CCN1CNC(=S)N(C(C)c2ccccc2)C1 (stereo not given)	-2	12	2	0	-6	16	-13	-5	6
CCc1cccc(N(CC(=O)NC2CCCCC2)C(=O)c2csnn2)c1	3	-1	-1	1	-6	1	-4	-3	-3
COc1ccc(-c2nc3c(c4nnc(SC(C)C(=O)Nc5ccc(C)cc5)n24)COC(C)(C)C3)cc1 (stereo not given)	-1	-5	1	-2	-10	-37	-12	-15	2
O=C1C2=C(SCCS2)C(=O)N1CCCO	3	3	54*	-3	-2	6	-7	7	9
COc1ccc(N=C2SC(CC(=O)Nc3ccccc3F)C(=O)N2Cc2ccco2)cc1 (stereo not given)	-2	6	-1	-5	4	1	-7	19	0
COC(=O)CS(=O)(=O)c1ccsc1C(=O)Nc1ccc(F)c(F)c1	-2	5	0	3	-1	21	10	-9	-3
CCCOc1c(OC)cccc1C1CC(=O)Nc2cc3c(cc21)OCO3 (stereo not given)	5	-4	0	-3	-15	10	0	-16	6
CCOC(=O)C1CCN(C(=O)c2cccc(S(=O)(=O)N(C)C3CCCCC3)c2)CC1	-8	-1	2	-1	-1	3	0	-17	8
Cc1cc(OCC(=O)N2CCC(C(=O)O)CC2)c2c(C)c(C)c(=O)oc2c1	2	13	2	1	1	-200	-3	4	-2
COc1cccc(OC)c1OCCCCCCN1CCN(C)CC1	-9	8	3	0	4	9	3	-12	-4
Cc1[nH]n(-c2ccccc2)c(=O)c1N=Nc1nccs1	15	-207	2	-5	40	56*	-5	2	35
CC1CCN(CCCNC(=O)c2cc3c(Cl)nc4ccccc4c3s2)CC1	-5	6	1	-6	-1	6	-3	9	-2
COc1ccc(NC(=O)CNS(=O)(=O)c2cccs2)cc1	5	6	-1	-1	0	10	3	-3	0
O=C(O)C1Nc2ccc(C(F)(F)F)cc2C2OCCC12 (stereo not given)	-9	-1	2	1	-3	19	0	-4	3
Cc1ccc(C(=O)COC(=O)c2cccc(NC(=O)c3ccc([N+](=O)[O-])cc3[N+](=O)[O-])c2)cc1	34	-8	0	-6	67*	10	-4	-9	66*
Cc1cccc(-n2ccnc2SCC(=O)Nc2cc(C)on2)c1	-4	6	2	0	-6	25	-8	7	0
COc1ccccc1/C=C/C(=O)c1cc(Br)ccc1OC(=O)c1ccco1	-10	0	-43	-5	-22	-14	23	19	-12
O=c1c(O[C@@H]2O[C@H](CO)[C@@H](O)[C@H](O)[C@H]2O)c(-c2ccc(O)c(O)c2)oc2cc(O)cc(O)c12	-5	4	.	-8	-5	.	.	.	2
COc1ccc(NC(=O)CN(C)CC(=O)NCC2CCCCC2)cc1	4	2	2	0	-12	7	0	-15	1
Cc1ccc(C(=O)c2ccccc2C(=O)OCC(=O)N2CC(C)CC(C)C2)cc1 (stereo not given)	-15	2	-2	2	-24	6	14	40	-11
COc1ccc(NC(=O)COC(=O)CC23CC4CC(CC(C4)C2)C3)c([N+](=O)[O-])c1	-10	-8	3	0	8	19	1	14	-7

Single entries from the results shown:
For PfGluPho inh, COc1ccc(NC(=O)CN(C)CC(=O)NCC2CCCCC2)cc1 has -15
For MIN6 prolif, Cc1cccc(-n2ccnc2SCC(=O)Nc2cc(C)on2)c1 has 0

(list continues)
smiles	SENP8 block-1	UBC13 inh	SENP1 FRET inh	MIN6 prolif	SENP6 block	SENP8 block-2	HKDC1 inh	PfGluPho inh	SENP7 inh
O=C(NCCO)c1ccc2c3n(nc2c1)-c1ccccc1CO3	24	8	-1	-8	21	-202	2	7	9
N#CC1=C(N)NC(SCC(=O)Nc2ccccc2)=C(C#N)C12CCCCC2	-1	7	-3	1	-12	29	6	-6	0
CC12CCC(=O)C=C1CCC1C3CC(O)C(O)(C(=O)CO)C3(C)CC(O)C12F (stereo not given)	.	.	-1	.	.	-1	-8	8	.
O=C(CSc1n[nH]c(=O)[nH]c1=O)N/N=C/C=C/c1ccccc1	0	6	1	0	-14	13	-4	2	0
CC1CN(C(=O)COc2ccc3ccccc3c2)CC(C)O1 (stereo not given)	-10	5	3	0	-13	4	-6	11	0
O=C(CC(c1ccccc1)c1ccco1)N1CCOCC1 (stereo not given)	1	2	-4	-4	12	14	-12	-15	6
COc1cc(OC)cc(C(=O)NNC(=O)CCC2CCCC2)c1	0	8	-1	-3	2	15	-3	-12	12
O=C(O)c1cncc(SCc2ccccc2)n1	-14	-2	0	-2	-26	-4	-1	-6	-6
O=c1cc(O)c2ccccc2n1Cc1ccccc1	-8	-11	1	-2	-2	-39	-2	19	-6
O=C(CSc1nnc(NC(=O)Cc2ccc(F)cc2)s1)NCc1ccco1	2	4	1	0	-36	9	1	7	4
COc1ccc(NC(=O)C2CCN(S(=O)(=O)c3c(C)noc3C)CC2)cc1	1	-7	1	-2	2	8	-4	10	-7
CC(NC(=O)c1ccc2c(c1)OCO2)C1CCCO1 (stereo not given)	0	1	1	0	-9	3	-5	-10	0
COc1ccc(C(c2oc(CO)cc(=O)c2O)c2oc(CO)cc(=O)c2O)cc1	-8	-6	1	-3	12	4	-9	-24	-3
COc1ccc(NC(=O)/C(C#N)=C\c2ccc(-c3cccc(C(=O)O)c3C)o2)cc1	14	-25	-12	-5	8	14	4	6	-6
CCOc1ccccc1NS(=O)(=O)c1ccc2c(c1)n(C)c(=O)c(=O)n2C	-6	2	-1	0	-8	18	-11	2	9
C/C=C/c1ccc(OCC(=O)Nc2ccc(C(N)=O)cc2)c(OC)c1	-1	1	0	-1	-1	0	-3	-15	3
CC(C(=O)Nc1ccccc1C#N)N1C(=O)NC2(CCCCCC2)C1=O (stereo not given)	0	-3	0	3	-15	5	-6	2	9
Cc1ccc2cccc(NC(=S)NC(=O)c3c(Br)cnn3C)c2n1	-3	-24	0	-3	5	14	4	4	-6
COc1ccc(OC)c(CNc2ncc(-c3cccc([N+](=O)[O-])c3)n2C)c1	4	-3	2	-2	7	13	1	-2	3
Cc1cc(C)c2c3c(sc2n1)C(c1cccc(F)c1)C(C#N)=C(N)O3 (stereo not given)	5	-24	-23	-6	-4	-289	0	26	12
CCOC(=O)c1[nH]c2ccccc2c1NC(=O)c1ccco1	0	-10	0	-2	-13	-20	3	6	-1
CCCN1C(=O)C(O)(c2c(C)[nH]c3ccccc23)c2ccccc21 (stereo not given)	-3	-7	-12	-3	1	-3	7	20	6
COc1ccccc1OCc1nc2ccccc2n1C	-2	0	-5	-4	15	14	-3	-6	9
C[C@@H]1C(=O)O[C@H]2[C@H](O)[C@@]34[C@H]5C[C@@H](C(C)(C)C)[C@]36[C@@H](OC(=O)[C@@H]6O)O[C@@]4(C(=O)O5)[C@@]12O	1	4	1	4	-12	15	-13	-10	-5

Structures shown so far that contain a nitro group on carbon (3):
smiles	SENP8 block-1	UBC13 inh	SENP1 FRET inh	MIN6 prolif	SENP6 block	SENP8 block-2	HKDC1 inh	PfGluPho inh	SENP7 inh
Cc1ccc(C(=O)COC(=O)c2cccc(NC(=O)c3ccc([N+](=O)[O-])cc3[N+](=O)[O-])c2)cc1	34	-8	0	-6	67*	10	-4	-9	66*
COc1ccc(NC(=O)COC(=O)CC23CC4CC(CC(C4)C2)C3)c([N+](=O)[O-])c1	-10	-8	3	0	8	19	1	14	-7
COc1ccc(OC)c(CNc2ncc(-c3cccc([N+](=O)[O-])c3)n2C)c1	4	-3	2	-2	7	13	1	-2	3

Additional entries:
smiles	SENP8 block-1	UBC13 inh	SENP1 FRET inh	MIN6 prolif	SENP6 block	SENP8 block-2	HKDC1 inh	PfGluPho inh	SENP7 inh
O=C(NC1CCN(S(=O)(=O)c2ccc(F)cc2)CC1)c1cccc(F)c1	-1	-2	1	-1	19	1	-5	-2	9
CC(Oc1ccc(Br)cc1)C(=O)NCC(c1ccco1)N1CCCCC1 (stereo not given)	-8	2	-1	0	-6	20	3	-24	-5
CC(C)CC(C(=O)NC(=O)NCc1ccccc1)N1C(=O)c2ccccc2C1=O (stereo not given)	-2	1	1	-1	2	28	1	10	6
O=C(CNS(=O)(=O)c1ccccc1)N1CCN(Cc2ccccc2)CC1	-6	7	2	-2	-9	6	1	14	-7
CCCCC(=O)Nc1c(O)c2ccccc2[nH]c1=O	-4	4	0	1	6	2	1	15	-3
COc1cc(C(=O)Nc2ccc3c(c2)CCCN3C(=O)c2ccco2)c([N+](=O)[O-])cc1OC	-3	-7	3	-1	-2	20	3	1	-2
COC(=O)CC/C(O)=C1/C(=N)CC(C)(C)CC1=O	-12	-9	0	0	-11	14	1	-12	-3
Cc1ccccc1CNC(=O)c1cc(COc2ccc(F)cc2F)on1	-3	4	0	0	-25	6	-2	-6	7
O=C(Nc1cc2c(cc1Cl)OCCCO2)c1ccccc1	-9	0	-1	0	-43	25	3	-1	1
COc1cc(Cl)c(NS(=O)(=O)c2cc3[nH]c(=O)c(=O)[nH]c3cc2C)c(OC)c1	-4	-7	-1	-3	-12	-10	12	12	8
Cc1cccc(C)c1OCc1cc(C(=O)NC2CCC(O)CC2)no1 (stereo not given)	3	-1	0	-5	8	-2	-7	3	1
CCOC(=O)C1(CCC(=O)OCc2ccccc2)CCCCC1=O (stereo not given)	.	.	2	.	.	11	-9	-3	.
COc1ccc(N2CCN(c3ncnc4nc[nH]c34)CC2)cc1	17	36	3	-2	34	9	3	33	32
CCOc1ccc(NC(=O)CSc2nnc(-c3ccco3)n2C)cc1	7	-7	0	1	-11	7	-5	-12	9
COc1ccc(-n2c(C)nc3cc(C(=O)NCc4ccco4)ccc32)cc1	0	-3	-1	0	-9	-5	-3	18	3
COc1ccc(C(=O)OCCN2CCCCC2)cc1	1	-3	2	6	-8	13	-1	-11	0
CC(C)Cc1cc(C(=O)N2CCN(C(c3ccccc3)c3ccccc3)CC2)no1	-4	6	0	-7	-31	23	2	21	-2
CCOCCCNCc1c(Cl)cccc1Cl	-2	4	2	1	-6	25	-9	12	5
Cc1ccc(S(=O)(=O)n2ccc(=O)[nH]2)cc1	2	-3	1	-2	-6	18	0	-2	-4
Cc1ccc(NC(=S)N/N=C2\CCCCC2C)cc1 (stereo not given)	-1	5	0	0	-5	10	-12	11	1
COC(=O)CCN(C(=O)c1cccc([N+](=O)[O-])c1)c1ccccn1	-10	-2	1	-2	-4	10	-8	-14	-9
O=C1N[C@@H](c2ccccc2)COC(=O)[C@@H](Cc2ccc(F)cc2)CC/C=C/C[C@@H]1CC(=O)N(CCO)Cc1ccccc1	-5	-2	0	-4	-2	7	0	20	0
CCc1cc2c(SCC(=O)C(C#N)=C3N(C)c4ccccc4N3C)ncnc2s1	-13	3	-12	0	-11	-56	-2	3	12
Cc1cc(C(=O)NNC(=S)NC(C)c2ccccc2)c2ccccc2n1 (stereo not given)	0	-13	5	-2	-3	-71	-12	-18	0

This is a random part of the collection; overall some 4% were active at least once.
